Assay outcomes from PubChem BioAssay.
ERK EGF inh – blocks ERK signaling stimulated by EGF | hit rate 0.41% among 130,000 | Potency, µM (series often up to 11.5 µM), without a hit: at the highest dose activity change, negative = inhibition, hits mostly inhibitors | HEK293-V1b, EGF-stimulated phospho-ERK AlphaScreen; active = well fitted inhibition curve with a large enough effect; inconclusive = small, poorly fitted or top-dose-only effect, or effect the other way;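 also: plate controls were stimulated vehicle wells for no effect and unstimulated vehicle basal for full effect; nearly all actives have a fitted effect of over 55% in size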
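EGF-stimulated (25 nM, 5 min) phospho-ERK in HEK293 cells stably expressing V1b, cells pretreated 30 min with compound at 37C. Homogeneous AlphaScreen read on lysates.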
* marks the source's active call; other numbers are inactive results; ? = inconclusive; [ ] = remark or other dose. Potency is read from the fitted curve at half-maximal effect. Only part of the results is shown; count on the stated rates, not on these rows.

structure	ERK EGF inh
CC(C)(C)OC(=O)C1C(=O)CC(C)(O)C(C(=O)OC(C)(C)C)C1c1ccco1 (stereo not drawn)	9.2%
Cc1c(/C=N/NC(N)=O)c2ccccn2c1C(=O)c1ccc(F)cc1	?
COc1ccc(N(C)S(=O)(=O)c2cccc(C(=O)OC(C(=O)Nc3cc(C)cc(C)c3)c3ccccc3)c2)cc1 (stereo not drawn)	3.6%
CCCCNC(=O)c1c[nH]c2ccc(S(=O)(=O)Nc3ccc(OCC)cc3)cc2c1=O	7.1%[57.5 µM]
O=C(O)C(O)c1ccco1 (stereo not drawn)	0.0%
O=C(Nc1ccc2nc(-c3ccco3)c(-c3ccco3)nc2c1)N1CCN(c2ccccn2)CC1	14.9%
Brc1cccc(-c2cnco2)c1	-2.7%
O=C(NCCc1ccccc1)c1n[nH]c2ccccc12	-3.0%
Cc1cccc(N(Cc2cc3ccc(C)cc3[nH]c2=O)C(=O)c2ccco2)c1	5.8%[57.5 µM]
COCC(C)N=C1NN=C(c2ccc(NC(C)=O)cc2)CS1 (stereo not drawn)	-2.8%
CCN1CCCC1CNC(=O)C1CCN(C(=O)c2cc3sccc3n2Cc2ccc(F)cc2)CC1 (stereo not drawn)	-0.3%
Cc1nnc(NC(=O)CSc2nc3c(c(=O)n(C)c(=O)n3C)n2C(C)C)s1	-4.5%
CSCCC(NC(=O)c1cc([N+](=O)[O-])cc([N+](=O)[O-])c1)c1nc2ccccc2[nH]1 (stereo not drawn)	11.5%
CN(c1ccc(O)cc1)c1nc(-c2ccccc2)cs1	?
COc1ccc(C(=O)OCCc2ccc(O)cc2)cc1	-16.2%
O=C(O)CNC(=O)c1ccc(N2CCOCC2)cc1[N+](=O)[O-]	-10.2%
CCOC(=O)c1sc2nc(SCC(=O)N(CC)CC)n(CCCN3CCCC3=O)c(=O)c2c1C	-6.6%
COc1ccc(C)c2sc(NNC(=O)COc3ccccc3)nc12	-1.2%
Cn1c(=O)cc(OCCCC(=O)Nc2ccc3c(c2)OCCO3)c2ccccc21	23.3%
Cc1nn(-c2ccc(F)cc2)c(C)c1CN1CCN(CCC(C)C)C(CCO)C1 (stereo not drawn)	-7.0%
Cc1cc(C)cc(OCC(=O)N/N=C/c2ccccn2)c1	-16.8%[57.5 µM]
Cc1ccc(NC(=S)N(C)N)cc1Cl	2.8%
COc1ccc([N+](=O)[O-])cc1NC(=O)CCSCCc1ccccn1	-9.5%
O=C(c1cccs1)N1CCN=C1SCc1ccccc1F	1.7%
CCOC(=O)CN(c1cc([N+](=O)[O-])ccc1OC)S(C)(=O)=O	-2.9%
CC(C)OC(=O)c1cc2c(ccn2C)n1CC(=O)N(Cc1ccccc1)c1ccccc1	2.1%
COc1ccc(NC(=O)/C(=C/c2ccc(OC(C)=O)c(OC)c2)NC(C)=O)cc1	6.7%
O=C(Nc1cccc2c1C(=O)NC2=O)c1ccccc1[N+](=O)[O-]	-12.2%[57.5 µM]
O=C1Nc2ccccc2C1(O)C/C(=N/O)c1ccccc1 (stereo not drawn)	-0.2%
COCCNC(=O)c1ccc(-n2c(SCc3ccncc3)nc3ccccc3c2=O)cc1	-2.5%
COC(=O)c1sc2nc(CN3CCN(c4ccc(OC)cc4)CC3)[nH]c(=O)c2c1C	7.6%
COc1cc2nc(NC(=O)c3ccco3)sc(=O)c2cc1OC	6.6%[57.5 µM]
COc1ccc(CNC(=S)Nc2cc(OC)ccc2OC)cc1	-1.8%
COc1ccc(C(=O)CSc2nc3[nH]ncc3c(=O)[nH]2)cc1	1.0%
O=C(CCC(=O)Nc1ccccc1Cl)N/N=C/c1ccccc1	10.6%
COc1ccc(-c2cc(C(F)F)n3ncc(C(=O)N4CCN(C)CC4)c3n2)cc1	-3.8%
COC(=O)Cc1c(C)nc2nc(-c3ccco3)[nH]n2c1=O	-7.7%
COC(C[C@H](O)CC(=O)[C@H](C)OCc1ccccc1)OC	3.1%[57.5 µM]
CC1c2c([nH]c3ccccc23)CCC1C(=O)O (stereo not drawn)	0.2%
O=C(NCC1CCCO1)c1cc(C(=O)c2ccc(Cl)cc2Cl)c[nH]1 (stereo not drawn)	10.0%
Cn1nccc1C(=O)N1CCCC(C(=O)c2cccc3ccccc23)C1 (stereo not drawn)	-2.4%
Cn1c(Cn2c(=O)sc3ccccc32)nnc1SCC(=O)Nc1cccc(F)c1	3.4%
Cc1cc(=O)n2[nH]cc(C(=O)O)c2n1	3.5%
O=C(CSc1n[nH]c(=O)n1-c1ccc2c(c1)OCCO2)Nc1ccccc1	-1.4%[57.5 µM]
Cc1ccc2c(CNCc3ccco3)cc(=O)oc2c1	-9.9%
CCn1c(Cc2ccc(OC)cc2)nnc1SCc1nc2ccccc2c(=O)[nH]1	-8.8%
CCCn1c(SCC(=O)Nc2ccccc2N2CCOCC2)nc2c1c(=O)n(C)c(=O)n2C	-0.3%
CCSS(=O)(=O)c1cccc2cccnc12	5.6%[57.5 µM]
CCOC(=O)CNC(=O)CSc1nc(-c2ccc(C)cc2)ns1	-7.8%
CCOC(=O)C(NC(=O)Nc1ccc(O)cc1)(c1ccccc1)C(F)(F)F (stereo not drawn)	5.0%

Next records
structure	ERK EGF inh
COC(=O)CCCCCNC(=S)Nc1ccc2[nH]c(=O)[nH]c2c1	-2.5%[57.5 µM]
CCOc1ccc(NC(=S)NCc2ccc3c(c2)OCO3)cc1	-7.2%[57.5 µM]
Cn1c(Cn2c(=O)sc3ccccc32)nnc1SCC(=O)Nc1cccc(Cl)c1	0.7%
Nc1nc(NCC2CCCO2)nc(Nc2ccccc2)c1[N+](=O)[O-] (stereo not drawn)	?
COCCNC(=O)c1onc(CSc2ccc(F)cc2)c1C(=O)NCCOC	7.0%[57.5 µM]
CC(=O)NC(c1ccccc1)c1cc([N+](=O)[O-])c2cccnc2c1O (stereo not drawn)	8.9%
O=c1c2c3c(sc2[nH]c(=S)n1Cc1ccco1)CCC3	0.9%[57.5 µM]
CCN(CC)Cc1c(O)c(Cl)cc2c(C)cc(=O)oc12	1.5%
O=C(C1=C[C@H](c2ccc(C(F)(F)F)cc2)C[C@H](OCCCCO)O1)N1CCN(Cc2ccccc2)CC1	-14.1%[57.5 µM]
O=C(Nc1ccc(Br)cc1)c1ccc(Br)c(S(=O)(=O)Nc2cccnc2)c1	10.8%
OCCC1CN(Cc2nc3ccccc3s2)CCN1CCc1ccccc1 (stereo not drawn)	-2.0%
O=C(COC(=O)CCC(=O)c1cccs1)NC(=O)c1ccc(OC(F)F)cc1	0.3%
Cc1ccc(NC(=O)CSc2nnc(-c3cccs3)o2)cc1S(=O)(=O)N(C)C	13.4%
Cc1cc2cc(CNC(=O)c3ccc(Br)o3)ccc2n1C	2.2%[57.5 µM]
N#Cc1ccc(C23CC4(C2)[C@H](CN(P(=O)(c2ccccc2)c2ccccc2)[C@@H]4c2ccccc2)C3c2ccc(Cl)nc2)cc1 (stereo partly drawn)	-1.2%
Cc1ccc(-c2cc(C(=O)Nc3cc(C)on3)c3ccccc3n2)cc1	10.3%
O=[N+]([O-])c1cccc(-n2cccc2/C=N/Nc2nc(N3CCCCC3)nc(N3CCCCC3)n2)c1	?
C[C@@H](O)c1nc2ccccc2n1N	5.6%
O=C(CCNC(=O)c1ccccc1Cl)NC1=NCCS1	-3.0%
COc1cc(OC)c2c(-c3ccccc3)cc(=O)oc2c1C(CC(=O)N1CCN(c2ccccc2)CC1)c1ccc2c(c1)OCO2 (stereo not drawn)	3.9%[57.5 µM]
Fc1ccc(C2=CSC3=NCCN23)cc1	-1.4%
CNC(=S)N(CCc1c(C)[nH]c2ccccc12)Cc1ccco1	-0.7%
Cc1cc(C)nc(-n2nc(C)cc2NC(=O)c2ccc(S(=O)(=O)N3CCOCC3)cc2)n1	0.3%[57.5 µM]
CCC(COC)NC(=O)CCc1nnc(Cc2cccc(C(F)(F)F)c2)o1 (stereo not drawn)	-2.5%
CN(C)C(CNc1ncnc2sc3c(c12)CCCCC3)c1ccco1 (stereo not drawn)	-4.9%

Additional entries
structure,ERK EGF inh
O=C(/C=C/c1ccc(-c2ccccc2)o1)c1ccccc1,-0.4%
CC(C)CCCNc1nc(N2CCOCC2)nc(N2CCOCC2)n1,-2.6%
Nc1ccc2ncccc2c1N,2.5%
CC(=O)N1CCC2(CC1)CCN(C(c1ccccc1)c1ccccc1)CC2,6.4%
O=C(NNC(=S)NC1CCCCC1)c1ccccc1O,?
N#CC1=C(N)Nc2nc3ccccc3n2C1c1ccc(Cl)cc1 (stereo not drawn),-12.2%
CC(=O)c1ccc(NC(=S)N2CCCC(C(F)(F)F)C2)cc1 (stereo not drawn),9.5%
CCOc1ncccc1C(=O)Nc1cc(S(=O)(=O)N2CCOCC2)ccc1N1CCCC1,-1.8%
COc1ccc(N2CCN(C(=O)CC34CC5CC(CC(C5)C3)C4)CC2)c([N+](=O)[O-])c1,?
CCn1cc(C(=O)N2CCN(c3ccccn3)CC2)c(=O)c2cc(S(=O)(=O)N3CCC(C)CC3)ccc21,-4.4%
CC1CCc2nc3sc4c(c3c(N)c2C1)CCCC4 (stereo not drawn),-10.6%
Cc1ccc(-c2c[n+]3c(n2-c2ccccc2)CCC3)cc1,0.2%[57.5 µM]
COc1cc(CC(=O)N/N=C/c2ccc([N+](=O)[O-])cc2)c([N+](=O)[O-])cc1OC,0.1%
COC(=O)N[C@@H](/C=C/c1ccccc1)[C@@H](C)[N+](=O)[O-],-14.6%
COc1ccc(N=c2ssnc2Cl)cc1,2.0%
COc1ccc(-c2nc(NC(=O)Cn3cnnn3)sc2C)cc1,-3.1%
CCOC(=O)c1c(NC(=O)CSc2nnc(C)c(=O)[nH]2)sc(C)c1C,13.1%
O=C(COc1ccc2oc(-c3ccccc3)cc(=O)c2c1)Nc1ccccc1,-8.6%
COc1ccc(-c2cn[nH]c2-c2ccc(OCc3ccccc3)cc2O)cc1OC,22.4µM*
Nc1ccc(N2CCCCC2)c(S(=O)(=O)Nc2ccccc2Cl)c1,-1.7%[57.5 µM]
CCN=c1scc(-c2cccs2)n1/N=C/c1cc(OC)ccc1O,?
Cc1ccc(OCCN2CCNCC2)c([N+](=O)[O-])c1,-3.7%
CCCc1nnc(NC(=O)c2cccnc2)s1,-1.8%[57.5 µM]
COc1cc(OC)nc(-n2ncc(OC)c(Br)c2=O)n1,-1.7%
CC1=NN(C(=O)c2ccc(Cn3nc(C)c([N+](=O)[O-])c3C)o2)C(O)(C(F)(F)F)C1 (stereo not drawn),3.8%
CCc1ccccc1NC(=S)N1CCN(c2ccccn2)CC1,-6.7%
O=C1NCCN(Cc2c(F)cccc2Cl)C1CC(=O)N1CCCCO1 (stereo not drawn),-7.1%
O=C(CN1CCN(Cc2ccc3c(c2)OCO3)CC1)Nc1ccc(F)cc1,-1.3%
COc1ccc(Nc2c(-c3ccc(C)cc3)nc3cnccn23)cc1,-4.4%
CS(=O)(=O)c1ccc2nc(NC(=O)Cc3ccccc3)sc2c1,-16.0%[57.5 µM]
Cc1nn(-c2ccccc2)c(Cl)c1/C=N/NC(N)=O,?
CN(Cc1cccs1)C(=O)COC(=O)CNC(N)=O,-5.0%
CCOC(=O)c1[nH]c2ccc(Cl)cc2c1NC(=O)/C=C/c1ccc2c(c1)OCO2,-8.1%
Cc1c(NC(=O)CCCCCN2C(=O)c3ccccc3C2=O)c(=O)n(-c2ccccc2)n1C,-5.7%
O=C(CSc1nnc2c(n1)[nH]c1ccccc12)Nc1ccc(N2CCOCC2)cc1,-8.6%[57.5 µM]
Cc1cc(-c2onc(C)c2C(=O)N/N=C/c2ccccc2)no1,1.6%[57.5 µM]
CC(C)(C)c1ccc(CNc2ccc([N+](=O)[O-])cn2)cc1,5.8%
Cc1ccc(/C=C2\CCCC3=C2NC(=S)NC3c2ccc(C)cc2)cc1 (stereo not drawn),-7.9%
Cc1[nH]ccc(=O)c1OC1OC(CO)C(O)C(O)C1O (stereo not drawn),3.1%
CC(=O)Nc1ccc(NC(=O)C2CCCN(c3ncccn3)C2)cc1 (stereo not drawn),8.9%
Cc1ccc(S(=O)(=O)NCCN2CCOCC2)c(C)c1C,-4.0%
O=c1c2c(nc3cc(-c4cccc(Cl)c4)[nH]n13)CCCC2,?
COc1cccc(-n2nc(C(N)=O)c(O)cc2=O)c1,-3.0%
Cc1ccc(C)c(NC(=S)NC(C)C(c2cccs2)N2CCOCC2)c1 (stereo not drawn),3.5%
Cc1ccc(N=c2sc(C)c(C)n2C)cc1,-5.8%
CCN(CC)c1ccc(/C=C/C(=O)C2C(=O)C=C(C)OC2=O)cc1 (stereo not drawn),-3.2%
